Screens: PubChem BioAssay, Sanford-Burnham Center for Chemical Genomics
ER stress death – ER stress cell death inhibition | CSM14.1 thapsigargin ER stress survival, ATP luminescence | relative survival (cellular ATP), % at 15 µg/mL (by protocol) | 48,000 compounds, 0.33% hits | AID 1010;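 active = survival measured by cellular ATP above 50% at 15 µg/ml in the first screen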;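 note: cell death triggered by about 15 µM thapsigargin; ATP read 24 h after thapsigargin was added; plate controls were thapsigargin with DMSO for no effect and DMSO without thapsigargin for full effect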
* marks the source's active call; other numbers are inactive results. An excerpt; rates above refer to the full screens.

Structure,ER stress death
O=c1cc(-c2c(F)c(F)c(F)c(F)c2F)oc2c(F)c(F)c(F)c(F)c12,-2
C=CCOc1c(Cl)cc(CNn2cnnc2)cc1OC,2
Cc1ccc(Cl)cc1NC(=O)C(=O)NCc1cccnc1,13
CCOc1cc(/C=N/n2cnnc2)ccc1OS(=O)(=O)c1ccccc1,3
O=C(Nc1ccc(-c2nc3cc(Cl)cc(Cl)c3o2)cc1)c1cccc([N+](=O)[O-])c1,0
O=c1c(Cl)c(Cl)cnn1Cc1ccc(Br)cc1,3
COc1ccc(NC(=O)C2CC(O)CN2C(=O)OCc2ccccc2)cc1 (stereo unspecified),8
CS(=O)(=O)N(CC(=O)NCc1cccnc1)c1ccc(Cl)cc1,4
COc1ccc(CN2CCN(C3CCN(Cc4ccccc4)CC3)CC2)cc1OCc1ccccc1,-5
CCOc1ccc(NC(=O)C2CC2(c2cccc(OC)c2)c2cccc(OC)c2)cc1 (stereo unspecified),4
Fc1cnc(NN=Cc2ccco2)nc1N1CCOCC1,-6
COc1cccc(C2NC(=S)NC(C)=C2C(=O)Nc2cccc(C)c2)c1OC (stereo unspecified),-2
Cc1oc2ccc(OCc3cccc(Cl)c3)cc2c1C(=O)O,2
COC(=O)C1=C(C)NC2=C(C(=O)CC(c3cccs3)C2)C1c1ccc(F)c(F)c1 (stereo unspecified),-1
CCN(CC)c1ccc(/C=C2\C(=O)NC(=O)N(c3ccccc3OC)C2=O)cc1,-3
O=C1C(=O)c2ccccc2/C1=C\c1cccc2ccccc12,10
O=C(NC(=S)NCc1ccccc1)c1cccc(Cl)c1,9
COc1cc(NC(=O)c2ccc(Cl)c([N+](=O)[O-])c2)c(OC)cc1Cl,4
COc1cc(OC)c([N+](=O)[O-])cc1C=O,9
CC(C)C(NC(=O)/C(=C\c1ccc2c(c1)OCO2)NC(=O)c1ccccc1)C(=O)O (stereo unspecified),7
Cc1cc(C)c(NC(=O)C2C3CCC4C(CCC32)C4(Cl)Cl)c(C)c1 (stereo unspecified),-1
COC(=O)C(NC(=O)c1ccc(C)cc1)C12CC3CC(CC(C3)C1)C2 (stereo unspecified),31
CCOc1ccc(S(=O)(=O)N(CC(=O)Nc2ccccc2OCC)c2ccc(C)cc2)cc1,66*
CSc1nc(-c2ccccc2F)c(C#N)c(=O)n1C,2
CCOc1c(Cl)cc(/C=C2\C(=O)NC(=O)N(c3ccc(C)cc3)C2=O)cc1OC,3
COc1cccc(OCCn2cc(/C=C3/SC(=S)NC3=O)c3ccccc32)c1,2
CC(C)Oc1ccc2c3c(c(=O)oc2c1)CCC3,11
O=C(Nc1ccccc1)c1ccc(-n2cnnn2)cc1,5
O=C(CSc1cc(Cl)ccc1Cl)Nc1cccc(Br)c1,-4
CC1(C)CC(=O)C2=C(C1)OC1=C(C(=O)CC(C)(C)C1)C21C(=O)Nc2ccccc21,0
Clc1ccc(/C=C/C=Nc2cccc(-c3nc4ccccc4o3)c2)cc1,-5
Cc1ccc(OCC(=O)Nc2ccccc2C(N)=O)c(Br)c1,-4
O=C(CC1Sc2ccc(C(F)(F)F)cc2NC1=O)Nc1ccc([N+](=O)[O-])cc1 (stereo unspecified),3
COC(=O)c1ccccc1NC(=O)CN(c1ccc(OC)cc1OC)S(=O)(=O)c1ccc(C)cc1,2
COc1cc(/C=C2\SC(=S)NC2=O)ccc1OS(=O)(=O)c1ccc(C)cc1,0
Cc1onc(-c2ccccc2)c1C(=O)NCC(C)C,1
O=C(CCCN1C(=O)/C(=C/c2ccc(F)cc2)SC1=S)Nc1ccc(C(=O)O)cc1,0
Cc1ccc(C(=O)NCCCN2CCOCC2)c2ccccc12,-4
CCOC(=O)C1=C(O)/C(=C/c2cc(C)n(-c3ccc(C)c(C)c3)c2C)N=C1C,-1
CC(C)(C)C(=O)c1no[n+]([O-])c1C(=O)C(C)(C)C,2
CCOC(=O)C1=C(O)/C(=C\c2cccc3ccccc23)N=C1C,14
CC(C)(C)c1cc(-c2ccccc2)n[nH]1,10
Cc1nn(-c2ccccc2)c2c1C(c1ccc([N+](=O)[O-])cc1)C(C#N)=C(N)O2 (stereo unspecified),0
C#Cc1cccc(NC(=O)c2ccc(Oc3ccc(NC(=O)c4cccc(C#C)c4)cc3)cc2)c1,4
O=C(c1ccc(Cl)c(Cl)c1)N1CCN(C/C=C/c2ccccc2)CC1,-2
CCOc1ccccc1NC1=C(Cl)C(=O)N(c2ccc(C)cc2)C1=O,0
O=C(Nc1cc(Cl)cc(Cl)c1)c1ccc2ccccc2c1,4
O=C(c1ccccc1)c1ccc(N2CCN(C(=O)c3ccccc3F)CC2)c(F)c1,12
Cc1nc2c(C)c(-c3ccccc3)[nH]n2c(=O)c1C,4
COC(=O)c1ccccc1NC(=O)c1ccncc1,1
CC(C)c1ccc(NC(=O)Nc2cccc3ccccc23)cc1,3
Cc1ccccc1NC(=O)C1CC(=O)N(c2ccc(Br)cc2)C1 (stereo unspecified),-3
O=C1N=C(N2CCN(C3=NC(=O)/C(=C\c4ccc(O)cc4)S3)CC2)S/C1=C\c1ccc(O)cc1,10
O=C1NC(=O)N(c2cccc(Br)c2)C(=O)/C1=C/c1ccc(F)cc1,-1
O=C1CSC(=O)N1CNc1cc(Cl)ccc1Cl,-7
Clc1cccc(CN2CCN(Cc3ccccn3)CC2)c1,5

Next compounds.
Structure,ER stress death
O=C(NNC(=O)c1ccc([N+](=O)[O-])cc1)Nc1ccccc1,2
COc1cc(C=O)cc2c1OC1(C=C2)N(C)c2ccccc2C1(C)C (stereo unspecified),-1
CC(=O)Nc1ccc(S(=O)(=O)Nc2cccc(Cl)c2)cc1,-7
CC1(C)COC(=O)/C1=N/Nc1ccc([N+](=O)[O-])cc1,8
O=C(Nc1nnc(-c2ccc3c(c2)OCO3)s1)c1sc2ccccc2c1Cl,14
O=C(O)CN(CCc1ccccc1)S(=O)(=O)c1ccc(Br)cc1,0
COc1cccc(CN2CCN(C3CC4CCC3C4)CC2)c1OC (stereo unspecified),-7
COC(=O)c1c(F)c(F)c(N2CCOCC2)c(F)c1F,8
CCN(CC)CCOc1c(C)cc(Cl)cc1C,-7
O=C1CCCC(O)=C1C=NCCCn1ccnc1,15
C=CCN1C(=O)/C(=C\c2ccc(OS(=O)(=O)c3ccccc3[N+](=O)[O-])cc2)SC1=S,8
CCC(=O)c1ccc(N2CCCCC2)c(F)c1,4
Fc1ccc(-c2cc(-c3ccccc3)nc(-n3cccn3)n2)cc1,0
Cc1cccc(C2OC3(C(=O)c4ccccc4C3=O)C3C(=O)N(c4ccc(C)c(Cl)c4)C(=O)C23)c1 (stereo unspecified),2
COc1ccc(CNS(=O)(=O)c2ccc([N+](=O)[O-])cc2)cc1,6
CC1CCCCN1S(=O)(=O)c1ccc(F)cc1 (stereo unspecified),2
COc1cc(/C=C(\C#N)C(=O)Nc2ccc(F)cc2)ccc1O,2
Cc1ccccc1/C=C(/C#N)c1nc(-c2cc3ccccc3oc2=O)cs1,11
Cc1cccc(N=C2NC(=O)/C(=C\c3ccc(Cl)cc3)S2)c1C,0
Cc1cc(OCC(=O)NCc2ccccn2)ccc1Br,0
Cc1cc(C)cc(N2C(=O)NC(=O)/C(=C\c3cn(C)c4ccccc34)C2=O)c1,-3
COc1ccc(N2C(=O)C3C(C2=O)C2C=CC3C23CC3)cc1 (stereo unspecified),-5
CCN(CC)CCC(=O)c1ccc2c(c1)OCO2,-8
COC(=O)C1CC(=O)N(c2ccccc2)C1 (stereo unspecified),-2
O=C1C(Nc2ccc(F)cc2)=CC(c2ccc([N+](=O)[O-])cc2)N1c1ccc(F)cc1 (stereo unspecified),-1
COc1ccc(NC2CC(=O)N(CCc3ccccc3)C2=O)cc1 (stereo unspecified),2
CC1(C)C/C(=N\O)c2cc3c(nc2C1)CCCC3,-3
O=Cc1ccc(OC(=O)c2ccccc2I)cc1,-2
O=C(Nc1ccccc1C(=O)O)c1ccc(NC(=O)c2cccs2)cc1,6
CSc1nc2ccc(NC(=O)c3ccc([N+](=O)[O-])o3)cc2s1,-2
COc1ccccc1N1C(=O)NC(=O)/C(=C/c2c(OC)ccc3ccccc23)C1=O,6
CCOc1ccc2sc(NC(=O)CCCC(=O)OCC(F)(F)C(F)F)nc2c1,0
O=C(/C=C/c1ccccc1OCc1ccccc1)c1cccc(Br)c1,3
COc1cc(NC(=O)c2ccc(OC)c(OC)c2)ccc1NC(=O)c1ccco1,2
CCOC(=O)c1c(C)sc(C=O)c1NC(=O)c1ccc(Cl)cc1,4
O=C(N/N=C/c1ccc(OC2CSC2)cc1)c1ccccc1,-6
Cc1ccc(N2C(=O)/C(=C/N3CCOCC3)c3ccccc3C2=O)cc1,4
COc1cccc(OCCCCOc2ccccc2OC)c1,6
CCN1C(=O)NC(c2ccc(Br)cc2)C(C(=O)OCCOC)=C1C (stereo unspecified),1
CCOc1ccc(NC(=O)CC2S/C(=N\N=C(/C)c3ccco3)NC2=O)cc1 (stereo unspecified),-2
CCN(CC)CCCOC(=O)c1ccc(O)c(OC)c1,16
Cc1ccccc1C(=O)Oc1ccccc1C(=O)N1CCOCC1,-1
O=C(COc1ccc(/C=N/NS(=O)(=O)c2ccccc2)cc1)Nc1ccccc1,6
COc1ccc(CSc2n[nH]c(-c3ccc(OC)cc3)n2)cc1,8
CC(Oc1ccc(Cl)cc1Cl)C(=O)Nc1ncccn1 (stereo unspecified),-5
O=C(Nc1ncc(Cc2ccc(Cl)c(Cl)c2)s1)c1cccc([N+](=O)[O-])c1,4
COC(=O)c1ccc(NC(=S)NC(=O)c2ccc(F)cc2)cc1,1
COc1ccc(CC2S/C(=N\N=C\CCc3ccc(C)o3)NC2=O)cc1 (stereo unspecified),-7
CCOc1ccccc1NC(=O)CN(c1ccc(OC)cc1)S(=O)(=O)c1ccc(C)cc1,15
O=C(COC(=O)c1ccco1)c1ccc(Cl)cc1,4
O=C(N/N=C/c1cccs1)C(=O)NC1CCCCC1,7
CCOc1ccc(/C=C2/C(=O)NC(=O)N(c3ccc(OC)cc3)C2=O)c(OCC)c1,-2
CCOC(=O)C1(C)C=C(Nc2ccc(O)c(C(=O)O)c2)C(=O)N1c1ccccc1 (stereo unspecified),3
CCOc1ccc(-n2c(O)c(/C=C3\C=Nc4ccccc43)sc2=O)cc1,3
Cc1cc2c(nc3s/c(=C/c4ccccc4)c(=O)n32)c(Br)c1C,11
CC(=O)Nc1ccc(C(=O)N2CCC(Cc3ccccc3)CC2)cc1,11

Continuation.
Structure,ER stress death
COc1cc(C=C2C(=O)NC(=O)NC2=O)cc([N+](=O)[O-])c1O,2
O=C(N/N=C/c1cccnc1)c1ccco1,3
CCOC(=O)c1c(C)[nH]c(N=Nc2cccc(OC)c2)c1C,5
CCOc1ccc(N(CC(=O)Nc2cccc(C(C)=O)c2)S(=O)(=O)c2ccc(Br)cc2)cc1,9
CCN(CC)c1ccc(N=Cc2ccccc2OCc2ccccc2)cc1,-16
CCOc1cc(/C=C2\C(=O)NC(=O)N(c3cc(C)cc(C)c3)C2=O)cc(Cl)c1O,-4
Cc1nnc(N/N=C/c2ccc(Cl)c([N+](=O)[O-])c2)[nH]c1=O,-2
N/C(=N\c1nc(C(F)(F)F)cc(=O)[nH]1)Nc1ccc(I)cc1,-5

Quoted at random: six records from the list
Structure,ER stress death
N/C(=N\c1nc(C(F)(F)F)cc(=O)[nH]1)Nc1ccc(I)cc1,-5
CCOC(=O)c1c(C)[nH]c(N=Nc2cccc(OC)c2)c1C,5
CCOc1ccc(N(CC(=O)Nc2cccc(C(C)=O)c2)S(=O)(=O)c2ccc(Br)cc2)cc1,9
CCN(CC)c1ccc(N=Cc2ccccc2OCc2ccccc2)cc1,-16
O=C(N/N=C/c1cccnc1)c1ccco1,3
Cc1nnc(N/N=C/c2ccc(Cl)c([N+](=O)[O-])c2)[nH]c1=O,-2

New compounds follow
Structure,ER stress death
Cc1cc2oc(=O)cc(C)c2cc1NC(=O)/C=C/C(=O)O,6
O=C(NC1CCCCCC1)c1c(F)c(F)c(F)c(F)c1F,8
O=C1CCCC2=C1C(c1ccc(O)c(O)c1)Nc1ccc3ncccc3c12 (stereo unspecified),11
CCOc1ccc(NS(=O)(=O)c2ccc3nsnc3c2)cc1,-7
O=C(Nc1cccc(Br)c1)c1ccc([N+](=O)[O-])cc1Cl,2
Cc1cnc(NC(=O)c2ccc([N+](=O)[O-])cc2)s1,-2
Cc1cccc(C(=O)Nc2ccc(NC(=O)Cc3ccccc3)cc2)c1,8
Cc1c(NC(=O)c2ccc3ccccc3n2)c(=O)n(-c2ccccc2)n1C,14
CCCCOc1cc2oc(=O)cc(C)c2cc1CC,3
O=S(=O)(Nc1cccc(I)c1)c1ccc2ccccc2c1,5
COc1ccc(-c2cc(-c3ccc(C)cc3)nc(N/N=C/c3cccc(OC)c3O)n2)cc1OC,2
CCSc1nnc(NC(=O)C2CC3CCC2C3)s1 (stereo unspecified),8
C(=N\N=C\c1ccc2c(c1)OCO2)/c1ccc2c(c1)OCO2,-2
Cc1ccc(C)c(NC(=O)c2c(-c3ccccc3Cl)noc2C)c1,-1
CCOC(=O)C1=C(O)/C(=C/c2ccc(Br)cc2)SC1=Nc1cccc(Cl)c1,7
COc1ccc(/C=N/NC(=O)c2nonc2C)cc1,-1
Nc1nnnn1/N=C/c1ccc(OCc2ccccc2)cc1,3
Nc1nnnn1/N=C/c1ccc(N2CCOCC2)cc1,9
